KDM5B inhibitor: inhibitors of human KDM5B histone demethylase; Q9UGL1; KDM5B demethylase, FDH-coupled NADH fluorescence (FDH is formaldehyde dehydrogenase); Potency, µM (top dose mostly 57.7 µM), without a hit: at the highest dose activity change, negative = inhibition, most hits filed as inhibitors; 220,000 tested, 2.6% active; AID 1347165; active = well fitted inhibition curve with a large enough effect; inconclusive = small, poorly fitted or top-dose-only effect; inactive = no such curve, though single readings can be large or run the other way; note: 0% is about no effect; nearly all actives have a fitted effect of over 70% in size
Target sequence (Q9UGL1 whole entry, looked up): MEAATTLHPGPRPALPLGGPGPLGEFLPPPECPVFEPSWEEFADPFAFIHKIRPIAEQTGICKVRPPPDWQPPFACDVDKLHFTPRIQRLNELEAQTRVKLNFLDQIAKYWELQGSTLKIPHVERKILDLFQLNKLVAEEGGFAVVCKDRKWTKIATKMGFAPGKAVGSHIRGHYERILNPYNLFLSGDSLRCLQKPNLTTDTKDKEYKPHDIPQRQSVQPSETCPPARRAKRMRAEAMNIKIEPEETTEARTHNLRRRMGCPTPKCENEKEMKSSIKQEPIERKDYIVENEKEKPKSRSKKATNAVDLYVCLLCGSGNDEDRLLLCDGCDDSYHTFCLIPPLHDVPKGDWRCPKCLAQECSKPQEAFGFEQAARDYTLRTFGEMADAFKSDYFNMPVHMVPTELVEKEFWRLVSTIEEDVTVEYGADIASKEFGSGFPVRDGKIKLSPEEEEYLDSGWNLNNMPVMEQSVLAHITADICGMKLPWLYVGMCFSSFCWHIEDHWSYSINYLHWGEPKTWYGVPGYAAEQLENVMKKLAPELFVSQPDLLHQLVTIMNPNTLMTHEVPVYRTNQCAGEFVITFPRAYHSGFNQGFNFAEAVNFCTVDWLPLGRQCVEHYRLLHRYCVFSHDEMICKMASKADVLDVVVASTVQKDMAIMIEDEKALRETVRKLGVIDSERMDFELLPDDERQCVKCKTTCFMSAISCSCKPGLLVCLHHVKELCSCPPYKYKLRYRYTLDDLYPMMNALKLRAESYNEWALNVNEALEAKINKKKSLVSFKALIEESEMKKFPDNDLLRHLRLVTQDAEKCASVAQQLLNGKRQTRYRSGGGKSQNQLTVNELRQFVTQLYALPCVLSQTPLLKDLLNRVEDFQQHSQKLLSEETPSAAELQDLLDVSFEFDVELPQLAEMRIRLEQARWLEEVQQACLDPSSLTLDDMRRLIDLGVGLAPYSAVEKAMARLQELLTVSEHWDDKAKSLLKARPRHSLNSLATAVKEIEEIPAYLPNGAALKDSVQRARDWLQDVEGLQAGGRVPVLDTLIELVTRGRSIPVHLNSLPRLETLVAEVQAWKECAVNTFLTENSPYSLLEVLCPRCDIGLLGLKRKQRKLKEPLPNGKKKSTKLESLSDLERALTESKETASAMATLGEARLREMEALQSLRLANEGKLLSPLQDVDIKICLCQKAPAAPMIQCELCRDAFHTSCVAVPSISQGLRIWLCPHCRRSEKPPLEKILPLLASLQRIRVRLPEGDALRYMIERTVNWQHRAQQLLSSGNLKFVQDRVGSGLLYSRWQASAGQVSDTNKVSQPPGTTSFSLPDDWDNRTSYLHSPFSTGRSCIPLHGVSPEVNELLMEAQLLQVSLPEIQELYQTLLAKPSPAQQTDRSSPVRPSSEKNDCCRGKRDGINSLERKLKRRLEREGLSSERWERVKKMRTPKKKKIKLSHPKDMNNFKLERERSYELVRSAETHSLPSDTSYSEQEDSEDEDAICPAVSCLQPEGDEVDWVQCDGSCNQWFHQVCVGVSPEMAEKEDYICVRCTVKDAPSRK
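Coupled FDH/NAD⁺ fluorescence readout. KDM5BΔAP 200 nM final; compound titration, 10 min RT preincubation; substrate mix 12.5 µM H3K4me3, 25 µM 2-OG, 50 µM Fe(II), 100 µM ascorbate, 0.25 mM NAD⁺, 0.25 U/mL FDH; ΔRFU over 30 min.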
* = called active by the depositor; ? = inconclusive; [ ] = dose if it differs, or a comment. Potency is the fitted concentration of half-maximal effect.

SMILES | KDM5B inhibitor
COc1ccc(NC(=O)NC[C@H]2C[C@@H]3CCN2C[C@@H]3c2cc(-c3cccs3)nn2C)cc1 | -2.4%
Cc1ccc(C(C)C)c(OCC(=O)N2CCN(CCc3ccncc3)CC2)c1 | -14.0%
COc1ccc(CC(=O)N2CCN(CC(=O)NC(N)=O)CC2)cc1 | 8.1%
CN(Cc1ccccc1)Cc1cn(C[C@H]2C[C@@H]3CCN2C[C@@H]3C(=O)Nc2ccccc2)nn1 | -15.0%
COc1cc2c(cc1OC1CCCC1)NC(=O)C21CCN(Cc2cccc(O)c2)CC1 | -30.8%[86.2 µM]
Fc1ccc(F)c(C(Cl)(Cl)Cl)c1 | -8.2%
CN(C)C(=O)Oc1ccc2c(=O)c(Oc3ccccc3Br)coc2c1 | 26.8%
Cc1c(-c2ccc(Br)cc2)c(=O)oc2ccc(OC(=O)N(C)C)cc12 | ?
CCOCCCNC(=O)CCl | 23.0%
CCC(=NCc1cccnc1)c1c(O)n(-c2ccc(C)cc2)c(=O)[nH]c1=O | 23.3%
Cc1nn(C)c(C)c1S(=O)(=O)N1[C@H]2CC[C@@H]1c1cnc(-c3ccc(F)cc3)nc1C2 | 9.4%
CCOC(=O)C1=C(N)Oc2c(c(=O)oc3ccccc23)C12C(=O)Nc1ccc(Br)cc12 (centres undefined) | 0.7%
COc1ccc(CC(=O)N2[C@H]3CC[C@@H]2c2cnc(-c4ccc(F)cc4)nc2C3)cc1OC | -6.7%
CCOc1c(Cl)cc(CNC(C)C(O)c2ccccc2)cc1OC (centres undefined) | 13.7%
CN1CCC(NC2CCCC2)CC1 | 4.5%
O=C(NC[C@H]1C[C@@H]2CCN1C[C@@H]2CN1C[C@@H]2C[C@H](C1)c1cccc(=O)n1C2)c1ccccc1 | -13.0%
c1cc(CN2C[C@H](c3ccc4c(c3)OCO4)[C@@H]3[C@H]2C2CCN3CC2)ccn1 | -13.5%
CN1CC2(C)CNCC(C)(C1)C2O (centres undefined) | 12.5%
COc1cc2c(cc1OCC1CC1)NC(=O)C21CCN(C(C)=O)CC1 | -3.2%[86.2 µM]
O=[N+]([O-])c1ccc(NC(c2ccccc2)c2ccccn2)c2ccncc12 (centres undefined) | -16.7%
O=C(CN1CC=C(c2ccccc2)CC1)N(C1CCCCC1)C1CCS(=O)(=O)C1 (centres undefined) | ?
C#C[C@H]1CN2CC[C@H]1C[C@@H]2CNC(=O)C1CC1 | -5.9%[115 µM]
O=C(NC[C@H]1C[C@@H]2CCN1C[C@@H]2CN1CCN(c2ccc(F)cc2)CC1)c1ccccc1 | -1.4%
CN(c1ccccc1)c1ccc([N+](=O)[O-])c2nonc12 | 28.2%
Cc1nc(-c2cccs2)cc([C@H]2CN3CC[C@H]2C[C@@H]3CNC(=O)C2CCC2)n1 | ?
O=C(COc1ccc(Cl)cc1)N(c1ccccc1Cl)C1CN2CCC1CC2 (centres undefined) | 25.3%
Cc1ccc(CN2C[C@@H]3C(C(N)=O)=NO[C@@H]3C2)nc1 | ?
O=C(c1cccs1)N1C[C@@H]2C[C@H](C1)c1c(-c3ccc(Cl)cc3)ccc(=O)n1C2 | -8.2%[86.2 µM]
CCOc1cc2c(cc1OCC)-n1cccc1C(c1ccc(C(C)C)cc1)NC2 (centres undefined) | 2.4%
COc1cccc([C@H]2CN(C(=O)c3cnc(C)cn3)[C@@H]3C4CCN(CC4)[C@H]23)c1 | 22.7%
CCOc1ccc2nc(NC(=O)c3cccn(Cc4ccccc4)c3=O)sc2c1 | -7.4%
COc1ccc(OC)c(S(=O)(=O)N2[C@H]3CC[C@@H]2c2cnc(C)nc2C3)c1 | -18.0%
COc1ccc(C)cc1CCNCc1ccc(C)s1 | -8.6%
CN1CC(C(=O)c2ccc(F)cc2)C(c2ccc(F)cc2)C1 (centres undefined) | -6.8%
Clc1cc(Cl)cc(CN2Cc3ccccc3-n3nncc3C2)c1 | 26.5%
COCc1nc(C2CC(N)C2)cc(N2CCCN3CCC[C@H]3C2)n1 (some centres undefined) | ?
CC(=O)NC[C@H]1C[C@@H]2CCN1C[C@@H]2c1cc(-c2ccccc2)nc(C)n1 | ?
C#CC1(O)CCC2C3CCC4=CC(=O)CCC4(C)C3CCC21C (centres undefined) | -12.7%
O=C(O)c1cccc(C(=O)N2C[C@@H]3C[C@H](C2)c2ccc(NC(=O)C4CC4)c(=O)n2C3)c1 | ?
Cc1cc(OCC(=O)N2CCN(CCc3ccncc3)CC2)cc(C)c1Cl | ?
C[C@H]1O[C@@H](O[C@H]2CC[C@]3(C=O)[C@H]4CC[C@]5(C)[C@H](C6=CC(=O)OC6)CC[C@]5(O)[C@@H]4CC[C@]3(O)C2)C[C@H](O)[C@@H]1O | 18.3%
COc1c(/C=C(\C)[N+](=O)[O-])cc2c(c1OC)OCO2 | ?
CCCNC(=O)c1cn(Cc2ccccc2)c2ccccc12 | -2.4%
COc1ccc2c(c1)C1(CCN(S(=O)(=O)c3ccc(Cl)cc3)C1)C(=O)N2C (centres undefined) | -19.6%
O=[S+]1([O-])NC2(CCN(Cc3ccncc3)C2)CNc2ccccc21 (centres undefined) | -6.9%
O=c1c2ccccc2nc(/C=C\c2ccccc2[N+](=O)[O-])n1-c1ccccc1O | -2.6%
CN1CCN(/N=C/c2c(O)n(Cc3ccc(F)cc3)c(=O)[nH]c2=O)CC1 | -15.7%
CN1CCN(C(=O)Cc2c[nH]c3ncc(-c4cccc(F)c4)cc23)CC1 | 28.2µM*
O=C(c1cnccn1)N1[C@H]2CC[C@@H]1c1cnc(-c3ccc(F)cc3)nc1C2 | 15.2%
C/C(=N\NC(=O)c1ccncc1)c1c(O)n(-c2ccccc2)c(=O)[nH]c1=O | ?
(listing goes on)
SMILES | KDM5B inhibitor
COc1ccc(S(=O)(=O)N2[C@H]3CC[C@@H]2c2cnc(C)nc2C3)cc1 | ?
O=C(O)CCC(=O)N1C[C@@H]2C[C@H](C1)c1ccc(-c3ccc(Cl)cc3)c(=O)n1C2 | 35.5µM*
Cc1nc(-c2ccccc2Br)cc([C@H]2CN3CC[C@H]2C[C@@H]3CNC(=O)c2ccccc2)n1 | 9.8%
CC(C)CN1CCNc2cc(-c3ccccc3)ncc2C1 | ?
COc1ccc(C(=O)NC[C@H]2C[C@@H]3CCN2C[C@@H]3c2cc(-c3ccc4ccccc4c3)nn2C)cc1 | -9.0%
Ic1ccc(CN2CCNCC2)cc1 | -21.3%
Cc1ccccc1CC(=O)N1CCN(C2CCN(CCC(C)C)C2=O)CC1 (centres undefined) | -1.7%
C/C(CC(c1ccccc1)c1c(O)c2ccccc2oc1=O)=N\Nc1ccc([N+](=O)[O-])cc1[N+](=O)[O-] (centres undefined) | -11.6%
c1cnc2c(c1)NC1(CCCNC1)C(=NC1CCCC1)N2 (centres undefined) | 25.1µM*
Cc1[nH]nc2c1C(c1ccc(OCC(N)=O)cc1)SCC(=O)N2 (centres undefined) | -0.5%
O=C1CC2CCN(CC3CCCC3)CC2CCN1 (centres undefined) | ?
O=C(Nc1ccc2n(c1=O)C[C@H]1C[C@@H]2CN(C(=O)c2ccccc2)C1)NC1CCCCC1 | 35.5µM*
O=C(NC[C@H]1C[C@@H]2CCN1C[C@@H]2CN1CCN(c2ccccc2)CC1)Nc1ccsc1 | -13.9%
CCCN1CCN(C(=O)Cc2cccn2-c2ccc(F)cc2)CC1 | -13.5%
C#CCN(C)C[C@H]1CN2CC[C@H]1C[C@@H]2CNC(=O)Nc1ccc(OC)cc1 | -7.9%[86.2 µM]
OCC#CC[N+]1(CC#Cc2ccccc2)CCOCC1 | 13.8%
C#C[C@H]1CN2CC[C@H]1C[C@@H]2CNS(=O)(=O)Cc1ccccc1 | -17.1%[86.2 µM]
C=C[C@H]1CN2CC[C@H]1C[C@@H]2CNC(=O)Nc1ccc(C(C)=O)cc1 | -14.8%[86.2 µM]
C=CCN1CCN(c2cccc(C(F)(F)F)c2)CC1 | -5.3%
Cc1cc(C(=O)N2CCC3(CC2)NCc2ccccc2-n2ccnc23)nn1C | 2.7%
CC[C@H]1CN2CC[C@H]1C[C@@H]2CNS(=O)(=O)c1cccc(F)c1 | -12.5%[86.2 µM]
O=C(Nc1ccccc1)OC[C@H]1C[C@@H]2CCN1C[C@@H]2c1cc(C2CCCC2)nc(-c2ccncc2)n1 | -2.3%
CN1CCC(OC(=O)Cc2ccccc2)CC1 | 16.1%
CCOc1ccc(CN(CCc2ccc3c(c2)OCO3)Cc2ccc(CC)cc2)cc1 | ?
CCCNC(=O)N1[C@H]2CC[C@@H]1c1cnc(-c3ccc(F)cc3)nc1C2 | 8.8%
COc1cc2c(cc1CCc1ccccc1)N(C(=O)c1ccc3[nH]ccc3c1)CC21CCN(C(C)=O)CC1 | -19.3%
COc1cc2c(cc1OCC1CC1)NC(=O)C21CCN(C(=O)Cc2ccccc2)CC1 | 2.9%[86.2 µM]
CCNC(=O)NC(=O)C(C)N1CCN(C(=O)Cc2c[nH]c3ccccc23)CC1 (centres undefined) | 0.7%
CNC(=O)Oc1ccc(C(=O)N2c3ccccc3NC(=O)C2C)cc1 (centres undefined) | 16.1%
CC(C)CN1Cc2ccccc2-n2ccnc2C12CCN(C(=O)c1ccccc1F)CC2 | -9.4%
C[n+]1c2ccccc2nc2ccc(NCCO)cc21 | -9.3%
O=C(CCN1CCCCC1)Nc1ccc(Cl)cc1C(=O)c1ccccc1 | ?
CC/C(=N\NC(=O)Nc1ccccc1)c1c(O)n(Cc2ccccc2)c(=O)[nH]c1=O | ?
COc1ccc(-c2c(C)oc3cc(OC(=O)N(C)C)ccc3c2=O)cc1 | -30.6%
Cc1ccc(Cn2cccc(C(=O)Nc3nc4ccc(C)cc4s3)c2=O)cc1 | -26.6%
CCCCc1cn(C[C@H]2C[C@@H]3CCN2C[C@@H]3C(=O)NC2CCCCC2)nn1 | 21.0%[86.2 µM]
CNC1CCc2ccccc21 (centres undefined) | -4.7%
O=c1[nH]c(O)c(C=NCCc2ccccc2)c(=O)[nH]1 | 22.0%
CN1CCN2c3ccc(N)cc3CC3(C(=O)NC(=O)NC3=O)C2C1 (centres undefined) | ?
N#Cc1ccccc1S(=O)(=O)N1C[C@@H]2C[C@H](C1)c1c(-c3ccccc3F)ccc(=O)n1C2 | -4.3%
Cn1cc(C(=O)NC2CCCCCCC2)c2ccccc21 | -0.4%
COc1cc2c(cc1OCc1ccccc1)NC(=O)C21CCN(Cc2nccn2C)CC1 | -7.6%[86.2 µM]
O=c1[nH]c(=S)n(CCC2=CCCCC2)c(O)c1/C=N/N1CCOCC1 | -7.3%
ClCc1cccnc1 | 14.5%
C/C(=N\Nc1ccccc1)c1c(O)n(-c2ccccc2)c(=O)[nH]c1=O | -11.8%
Cc1ncc2c(n1)C[C@@H]1CC[C@H]2N1C(=O)c1ccc2c(c1)OCO2 | -26.1%
COc1cccc(CC(=O)N2CCN(CC(=O)NC(N)=O)CC2)c1 | 16.9%

Molecules above that contain an aryl methoxy group, in the order listed:
SMILES | KDM5B inhibitor
COc1ccc(NC(=O)NC[C@H]2C[C@@H]3CCN2C[C@@H]3c2cc(-c3cccs3)nn2C)cc1 | -2.4%
COc1ccc(CC(=O)N2CCN(CC(=O)NC(N)=O)CC2)cc1 | 8.1%
COc1cc2c(cc1OC1CCCC1)NC(=O)C21CCN(Cc2cccc(O)c2)CC1 | -30.8%[86.2 µM]
COc1ccc(CC(=O)N2[C@H]3CC[C@@H]2c2cnc(-c4ccc(F)cc4)nc2C3)cc1OC | -6.7%
CCOc1c(Cl)cc(CNC(C)C(O)c2ccccc2)cc1OC (centres undefined) | 13.7%
COc1cc2c(cc1OCC1CC1)NC(=O)C21CCN(C(C)=O)CC1 | -3.2%[86.2 µM]
COc1cccc([C@H]2CN(C(=O)c3cnc(C)cn3)[C@@H]3C4CCN(CC4)[C@H]23)c1 | 22.7%
COc1ccc(OC)c(S(=O)(=O)N2[C@H]3CC[C@@H]2c2cnc(C)nc2C3)c1 | -18.0%
COc1ccc(C)cc1CCNCc1ccc(C)s1 | -8.6%
COc1c(/C=C(\C)[N+](=O)[O-])cc2c(c1OC)OCO2 | ?
COc1ccc2c(c1)C1(CCN(S(=O)(=O)c3ccc(Cl)cc3)C1)C(=O)N2C (centres undefined) | -19.6%
COc1ccc(S(=O)(=O)N2[C@H]3CC[C@@H]2c2cnc(C)nc2C3)cc1 | ?
COc1ccc(C(=O)NC[C@H]2C[C@@H]3CCN2C[C@@H]3c2cc(-c3ccc4ccccc4c3)nn2C)cc1 | -9.0%
C#CCN(C)C[C@H]1CN2CC[C@H]1C[C@@H]2CNC(=O)Nc1ccc(OC)cc1 | -7.9%[86.2 µM]
COc1cc2c(cc1CCc1ccccc1)N(C(=O)c1ccc3[nH]ccc3c1)CC21CCN(C(C)=O)CC1 | -19.3%
COc1cc2c(cc1OCC1CC1)NC(=O)C21CCN(C(=O)Cc2ccccc2)CC1 | 2.9%[86.2 µM]
COc1ccc(-c2c(C)oc3cc(OC(=O)N(C)C)ccc3c2=O)cc1 | -30.6%
COc1cc2c(cc1OCc1ccccc1)NC(=O)C21CCN(Cc2nccn2C)CC1 | -7.6%[86.2 µM]
COc1cccc(CC(=O)N2CCN(CC(=O)NC(N)=O)CC2)c1 | 16.9%

Source: PubChem

Not all compounds are listed. The share of hits here may be higher or lower than overall.
